# Screens: PubChem BioAssay, Small Molecule Screening Facility, UW Madison
# RMI FANCM FP: disruptors of RMI1/RMI2 association with MM2 peptide – biochemical, fluorescence polarization, human, primary screen | RMI core complex (RMI1/RMI2) binding to FANCM MM2 peptide, human | RMI core complex with F-MM2 peptide; hits give low values | actives 0.58% (n = 70,000) | FP signal (polarization) at 33 µM; in the data active = FP signal below about 40; also: inactives centre near 61; strong numbers were not always called active; unit not given here
# Numbers without * were called inactive.
SMILES,RMI FANCM FP
CCOC(=O)c1nn(-c2ccc(F)cc2)c(=O)cc1OCC(=O)NCc1ccc2c(c1)OCO2,56
CC(C)c1cccc2sc(N(Cc3ccccc3)C(=O)c3ccnn3C)nc12,68
COc1ccc(NC(=O)Cn2cnc3c(sc4nc(C)cc(C)c43)c2=O)cc1Cl,63
O=C1c2cccc3cccc(c23)C(=O)N1CCCC(=O)N1CCc2ccccc21,60
O=C(Cn1cc(-c2nnc(-c3ccco3)o2)c2ccccc21)Nc1ccccc1,148
CCOC(=O)c1ccc(NC(=O)/C=C/c2ccco2)cc1,66
COc1cccc(-n2nnc3c(SCC(=O)NC4CCCCC4)ncnc32)c1,92
CC(C)(C)NC(=O)Nc1nnc(SCC(=O)c2ccccc2)s1,54
O=C(CC1CCCCN1S(=O)(=O)c1ccccc1)Nc1ncccn1 (stereo not given),68
CCc1ccc(-c2cc3c(=O)n(Cc4nc(-c5ccc(OC)cc5)no4)ccn3n2)cc1,74
Cc1ccccc1Cn1c(=O)n(CCCCC(=O)NCc2cccs2)c(=O)c2ccccc21,91
O=[N+]([O-])c1cc(C(F)(F)F)cc([N+](=O)[O-])c1NCc1cccs1,54
O=C(CSC1=NCCCN1)NN(Cc1c(F)cccc1Cl)c1ccccc1,60
O=C(/C=C/c1cccs1)Nc1ccccc1-c1nc2ccccc2s1,60
Cc1nnc(NC(=O)Cc2csc(SCC(=O)c3ccc4c(c3)OCO4)n2)s1,73
COC(=O)c1ccc(C)c(-n2c(N)c(C(=O)NC3CCCC3)sc2=S)c1,60
COCC(=O)Nc1cc(-c2cccs2)nn1-c1nc(C)cc(=O)[nH]1,61
COC(=O)c1ccc(CSc2nc3[nH]ncc3c(=O)[nH]2)o1,55
CCCn1c(=NC(=O)c2cccs2)sc2cc(S(C)(=O)=O)ccc21,55
COc1cc(C(=O)N2CCN(Cc3nc(C4CC4)cs3)CC2)c([N+](=O)[O-])cc1OC,61
CC(=O)O[C@@H]1CC2C(C)(C)CCC[C@]2(C)C2CC[C@]3(C)C(=CC(=O)O[C@H]3c3ccoc3)[C@@]21C (stereo not given in full),58
CCC(=O)c1ccc(Oc2nnc(-c3ccc(C)c(C)c3)c3ccccc23)cc1,74
COC(=O)c1c(NC(=O)CC(=O)Nc2sc3c(c2C(=O)OC)CCCCC3)sc2c1CCCCC2,82
CN(C)C(CNC(=O)C(=O)Nc1nccs1)c1cccs1 (stereo not given),49
CC(NCC(O)COc1c(F)cc(Br)cc1F)c1ccccc1 (stereo not given),75
COc1ccc(CCC(=O)NCC(c2ccc(N(C)C)cc2)N2CCN(c3ccccc3)CC2)cc1 (stereo not given),56
O=C(/C=C/c1ccccc1)Nc1ncnc2c1CCC2,56
CSc1ncccc1C(=O)Nc1ccc2c(c1)N(C(C)=O)CC2,69
NCCn1ncc2c(N3CCOCC3)ncnc21,69
CCOC(=O)CCc1ccc2c(c1)NC(c1ccc([N+](=O)[O-])s1)O2 (stereo not given),54
COc1cc(C2C3=C(CC(C)(C)CC3=O)Nc3nc(SCc4ccccc4)nn32)cc(OC)c1OC (stereo not given),79
CSc1ccccc1NC(=O)c1cccn(OCc2ccccc2F)c1=O,60
O=C(CCc1ccccc1)N/N=C\c1ccccc1,56
Cc1cccc(S(=O)(=O)Nc2ccc3c(c2)CCC(=O)N3)c1,64
CCN(CCN1C(=O)CCC1=O)c1cccc(NC(C)=O)c1,47
Cc1cc(S(=O)(=O)N2CCc3ccccc32)ccc1F,54
COc1coc(C(=O)NCCC(c2ccccc2)c2ccccc2)cc1=O,63
COc1ccc(S(=O)(=O)n2nc(C)cc2C)cc1N(C)S(=O)(=O)c1ccccc1,59
O=C(NCc1cccnc1)c1cccc2c1-c1ccccc1C2=O,68
CCOc1ccc(C(=O)CSc2nccn(-c3ccc(OC)cc3)c2=O)cc1,71
CCOc1ccc(S(=O)(=O)Nc2ccc3c(c2)NC(=O)C(C)(C)CO3)cc1,62
CCCN1CCCc2cc(CCNC(=O)C3CCCCC3)ccc21,69
COc1c2ccccc2nc2occc12,59
Cn1c(=NC(=O)CSCC(=O)N2CCCC2)sc2cc(Br)ccc21,68
COc1ccc(OC)c2[nH]c(=O)c(CCNC(=S)Nc3cccc(Cl)c3)cc12,89
COc1ccc2oc(-c3csc(NC(=O)C4COc5ccccc5O4)n3)cc2c1 (stereo not given),66
CCCCCc1ccc(-c2ccc(C(=O)Nc3cccc(Cl)c3)cc2)nc1,52
N#CC1=C(N)N=C(SCC(=O)Nc2nccs2)C(C(N)=O)C12CCCCC2 (stereo not given),58
O=C(Nc1nc2c(s1)CCc1ccccc1-2)c1ccc(Cl)s1,58
Oc1ccc2c(c1)O[C@H](c1ccc(O)c(O)c1)[C@@H](O)C2,56
C/C(=N/NC(=O)c1cc(C)[nH]n1)c1ccccc1O,64
Cc1cc(NC(=O)CCn2c(=O)oc3ccc(Cl)cc32)no1,66
Cc1cc(SCC(O)COc2ccc3c(=O)cc(-c4ccc(Cl)cc4)oc3c2)c(C)cc1Cl (stereo not given),60
COC(=O)c1cc(=O)n2c(sc3ccccc32)c1C#N,70
CCC(C(=O)O)n1c(O)c(C=C2N=c3ccccc3=N2)sc1=S (stereo not given),105
Cc1cccc(N2C(=O)/C(=C/C=C/c3ccco3)SC2=S)c1C,9*
COc1ccc(-c2ccc(=O)n(CCCNC(=O)COc3ccc4c(c3)OCO4)n2)cc1,67
CCCOc1cc(Nc2ccc(NC(=O)c3cccs3)cc2)nc(C)n1,59
COc1ccc(C(=O)Cn2cnc3c(nnn3-c3ccc(C)c(C)c3)c2=O)cc1,83
CC(C)COC(=O)Nc1nc(CC(=O)N2CCN(C(=O)c3ccco3)CC2)cs1,77

# Rewritten with tabs: part of the list above
mol	RMI FANCM FP
CCCN1CCCc2cc(CCNC(=O)C3CCCCC3)ccc21	69
COc1c2ccccc2nc2occc12	59
Cn1c(=NC(=O)CSCC(=O)N2CCCC2)sc2cc(Br)ccc21	68
COc1ccc(OC)c2[nH]c(=O)c(CCNC(=S)Nc3cccc(Cl)c3)cc12	89
COc1ccc2oc(-c3csc(NC(=O)C4COc5ccccc5O4)n3)cc2c1 (stereo not given)	66
CCCCCc1ccc(-c2ccc(C(=O)Nc3cccc(Cl)c3)cc2)nc1	52
N#CC1=C(N)N=C(SCC(=O)Nc2nccs2)C(C(N)=O)C12CCCCC2 (stereo not given)	58
O=C(Nc1nc2c(s1)CCc1ccccc1-2)c1ccc(Cl)s1	58
Oc1ccc2c(c1)O[C@H](c1ccc(O)c(O)c1)[C@@H](O)C2	56
C/C(=N/NC(=O)c1cc(C)[nH]n1)c1ccccc1O	64
Cc1cc(NC(=O)CCn2c(=O)oc3ccc(Cl)cc32)no1	66
Cc1cc(SCC(O)COc2ccc3c(=O)cc(-c4ccc(Cl)cc4)oc3c2)c(C)cc1Cl (stereo not given)	60
COC(=O)c1cc(=O)n2c(sc3ccccc32)c1C#N	70
CCC(C(=O)O)n1c(O)c(C=C2N=c3ccccc3=N2)sc1=S (stereo not given)	105
Cc1cccc(N2C(=O)/C(=C/C=C/c3ccco3)SC2=S)c1C	9*
COc1ccc(-c2ccc(=O)n(CCCNC(=O)COc3ccc4c(c3)OCO4)n2)cc1	67
CCCOc1cc(Nc2ccc(NC(=O)c3cccs3)cc2)nc(C)n1	59

# (list continues)
SMILES,RMI FANCM FP
O=C(NCCCn1nc(-c2ccc(F)cc2)ccc1=O)c1ccco1,68
CCOC(=O)c1c(C)n(-c2ccccc2)c2ccc(NS(=O)(=O)c3ccccc3)cc12,34
COc1cccc(N2C(=O)C3N=NN(c4ccc(C)c(F)c4)C3C2=O)c1 (stereo not given),62
CN1CCc2c(sc(NC(=O)c3cc4c(ccc5ccccc54)oc3=O)c2-c2nc3ccccc3s2)C1,48
CC(=O)Nc1ccc2nc(NC(=O)/C=C/c3ccccc3)sc2c1,52
Cc1onc(-c2c(Cl)cccc2Cl)c1C(=O)N1CC=CCC1,53
COc1cn(-c2ccc(F)cc2)nc1C(=O)Nc1nc(C)cs1,68
COc1ccc(S(=O)(=O)Cc2ccc(-c3nc(-c4ccc5c(c4)OCO5)no3)o2)cc1OC,129
CC1CCc2c(sc(NC(=O)CS(=O)(=O)c3ccc(F)cc3)c2C#N)C1 (stereo not given),62
O=S(=O)(NCc1cccc(I)c1)N1CCOCC1,63
Cc1nc(CSc2ccc(Cl)cc2)cs1,61
O=Cc1cn(CCC(=O)O)nc1-c1cc2ccccc2o1,58
O=S(=O)(Nc1ccc2c(c1)N(S(=O)(=O)c1ccc(F)cc1)CCC2)c1ccc(Cl)s1,77
O=C(O)/C(=C/c1c(C(=O)O)[nH]c2cc(Cl)cc(Cl)c12)c1ccccc1,65
Cc1cc(=O)[nH]c(-n2nc(C)cc2NC(=O)C2(c3ccc(Cl)cc3)CCCC2)n1,54
Cc1nc(C(=O)O)cs1,54
CC(C)(C)NCC(O)COc1ccccc1C1CCCC1 (stereo not given),73
Cc1ccc(C(=O)CSc2[nH]c(=O)ncc2C)cc1,57
Cc1nn(S(C)(=O)=O)c(C)c1S(=O)(=O)N1CCCC(C)C1 (stereo not given),58
Cc1cc(C)n(NC(=S)NCc2cccs2)c(=O)c1C#N,54
Cc1ccccc1OCC(=O)Nc1ccc2c(c1)OCC(C)(C)C(=O)N2,66
O=C(Nc1ccc(-c2nc3ccccc3[nH]2)cc1)c1cc(-c2cccs2)nc2ccccc12,73
O=C(NCCOc1ccccc1)c1ccc(C(F)(F)F)cc1,61
COc1cc2ccccc2cc1C(=O)Nc1ncnc2sccc12,65
COc1ccc(CN(CCO)C(=O)c2cc([N+](=O)[O-])ccc2Cl)c(OC)c1,67
Cn1nc2c(c1NC(=O)C1CCN(S(=O)(=O)c3ccc(Cl)s3)CC1)CCC2,62
CCN(CC)S(=O)(=O)c1ccc(NC(=O)c2ccc3c(c2)OCO3)cc1,64
Cn1cnc(S(=O)(=O)N2CCN(c3ccccn3)CC2)c1,54
O=C(Cn1nc(C2CC2)c2cnn(-c3ccccc3)c2c1=O)Nc1ccccc1F,76
O=C(CCNCC12CC3CC(CC(C3)C1)C2)c1cccc([N+](=O)[O-])c1,60
Cc1cc(O)cc2ncc([N+](=O)[O-])cc12,66
CCn1c(SCc2nc(-c3ccc(Br)cc3)no2)nc2ccccc2c1=O,98
O=C(Oc1cc(S(=O)(=O)c2ccc(Cl)cc2)ccc1[N+](=O)[O-])c1cc2ccccc2s1,57
Cc1c(C)n2c3c(=O)n(C)c(=O)n(C)c3nc2n1CCN1CCC(Cc2ccccc2)CC1,57
O=C(CCS(=O)(=O)c1ccc(Cl)cc1)Nc1nnc(Cc2cccs2)o1,71
O=C(c1ccc(S(=O)(=O)N2CCCCC2)cc1)N1CCN=C1SCc1ccc(C(F)(F)F)cc1,66
Cc1ccsc1C1C2=C(CC(C)(C)CC2=O)OC2=C1C(=O)CC(C)(C)C2,63
Cc1cc(C(=O)N/N=C\c2ccc([N+](=O)[O-])s2)no1,56
COc1cc(=O)n(-c2ccccc2)nc1C(=O)Nc1ccc(-c2nc3ccc(C)cc3s2)cc1,55
CC(C)CS(=O)(=O)Nc1ccc2c(c1)CCCN2C(=O)c1ccccc1,71
O=C(Cc1ccc(-c2ccccc2)cc1)NCC(=O)N1CCOC(c2ccccc2)C1 (stereo not given),98
O=[N+]([O-])c1ccc(S(=O)(=O)c2ccccc2)cc1OS(=O)(=O)c1ccc(F)cc1F,50
CCOC(=O)CSc1nnc(NCC(=O)OC)c(=O)[nH]1,61
COc1cn(C)c(C(=O)Nc2ccc(Cl)cc2)cc1=O,63
COc1coc(C(=O)Nc2ccc(F)c(F)c2)cc1=O,65
C(/C=C/c1ccccc1)=Nc1ccccc1,58
Oc1ccccc1/C=N\Nc1nc(-c2ccc(Cl)c(Cl)c2)cs1,64
COc1ccccc1C1=NN(C(=S)Nc2ccccc2)C(c2ccco2)C1 (stereo not given),96
CCOC(=O)c1cnc(-c2ccccn2)[nH]c1=O,60
O=C(CC1NCCNC1=O)NC1Cc2ccccc2C1 (stereo not given),64
Cc1cccc(NC(=S)NC(C)(C)C)c1,59
O=c1c(Cl)c(N2CCCC2)cnn1-c1c(Cl)cc(C(F)(F)F)cc1Cl,52
Cc1ccc(C2C3=C(CCCC3=O)Nc3nc(SC(C)C)[nH]c(=O)c32)s1 (stereo not given),60
Cc1[nH]c2ccccc2c1C(=O)CSc1nc2sc3c(c2c(=O)n1-c1ccccc1)CCC3,101
Cc1c(Cl)ccc2sc(NCCN(C)C)nc12,77
Cc1ccc(NC(=O)CCSc2nc3sc4c(c3c(=O)n2-c2ccccc2)CCC4)cc1,77
CC(=O)C1C(c2ccccc2)c2c(n[nH]c2C)CC1(C)O (stereo not given),61
CCOC(=O)c1cnc(Nc2ccc(C)cc2)nc1C(F)(F)F,53
Cc1cc(Cl)ccc1NNC(=O)c1sccc1Cl,59
COC(CNC(=O)C(=O)Nc1ccc(C)c(C)c1)OC,53

# New compounds follow.
SMILES,RMI FANCM FP
COc1ccccc1-n1nnc(C(=O)OCc2cccc(Cl)c2)c1C,65
Cc1nc(-c2ccccn2)nc(SCc2ccccc2)c1Cl,58
Cc1cc2cc(CNC(=O)CCCc3ccccc3)ccc2n1C,69
CCOC(=O)NC(=S)N1CCOCC1,52
COc1cc(C)c(C)cc1S(=O)(=O)NCC(=O)N1CCOC(c2ccccc2)C1 (stereo not given),71
COc1ccc(Nc2cc(-c3ccccc3)nc3ncnn23)c(OC)c1,54
CN(C)c1ccc(C(=O)NNC(=S)NC2CC3C=CC2C3)cc1 (stereo not given),53
Cc1ccc(-c2c(C)sc3ncnc(N4CCN(Cc5ccccc5)CC4)c23)cc1,79
CC1=C(Oc2ccc(Cl)cc2)C(C)(O)N=C(C(F)(F)F)N1 (stereo not given),58
CCc1ccc(N2C(=O)C3N=NN(c4ccc(C)c(F)c4)C3C2=O)cc1 (stereo not given),60
CN1CCOc2ccc(NS(=O)(=O)Cc3ccc(Cl)cc3)cc2C1=O,64

# A portion of the library; rates above refer to the full screens.
